Source: PubChem
Sm TGR inh = qHTS Assay for the Inhibitors of Schistosoma Mansoni Peroxiredoxins; actives 3% (n = 360,000); purified TGR, DTNB reduction, TNB absorbance 405 nm; AID 485364, 2010; Potency, µM (highest dose often 114 µM), inactives show top-dose activity change, negative = inhibition, most hits filed as inhibitors; Schistosoma mansoni thioredoxin glutathione reductase (TGR), Q962Y6; further: nearly all actives have a fitted effect of over 60% in size
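First, TGR (20 nM dispensed) and NADPH were mixed with compound. Second, a 15 min room-temperature incubation followed. Third, further NADPH and then DTNB were added to start the reaction. Finally, TNB absorbance was monitored kinetically.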
Pf growth 48h = Primary qHTS for delayed death inhibitors of the malarial parasite plastid, 48 hour incubation; Potency, µM (titrated, usually from 28.7 µM), inactives show at the highest dose activity change, negative = inhibition, hits mostly inhibitors; P. falciparum luciferase growth in erythrocytes, 48 h; actives 5.9% (n = 310,000); AID 504832, 2011
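Luminescence readout; reporter = integrated firefly luciferase in P. falciparum. RBC culture at 2% hematocrit, 0.1% parasitemia final, 37 C/5% CO2; decreased signal taken as growth inhibition.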
LmPK inhibitor = qHTS Assay for Inhibitors of Leishmania Mexicana Pyruvate Kinase (LmPK). actives 0.37% (n = 290,000). purified LmPK, Kinase-Glo ATP luminescence, 1 h. Potency, µM (top dose mostly 57.5 µM), inactives show at the highest dose activity change, negative = inhibition, actives largely listed as inhibitors. Q27686. AID 1721, 2009
Target sequence (Q27686 whole entry, looked up): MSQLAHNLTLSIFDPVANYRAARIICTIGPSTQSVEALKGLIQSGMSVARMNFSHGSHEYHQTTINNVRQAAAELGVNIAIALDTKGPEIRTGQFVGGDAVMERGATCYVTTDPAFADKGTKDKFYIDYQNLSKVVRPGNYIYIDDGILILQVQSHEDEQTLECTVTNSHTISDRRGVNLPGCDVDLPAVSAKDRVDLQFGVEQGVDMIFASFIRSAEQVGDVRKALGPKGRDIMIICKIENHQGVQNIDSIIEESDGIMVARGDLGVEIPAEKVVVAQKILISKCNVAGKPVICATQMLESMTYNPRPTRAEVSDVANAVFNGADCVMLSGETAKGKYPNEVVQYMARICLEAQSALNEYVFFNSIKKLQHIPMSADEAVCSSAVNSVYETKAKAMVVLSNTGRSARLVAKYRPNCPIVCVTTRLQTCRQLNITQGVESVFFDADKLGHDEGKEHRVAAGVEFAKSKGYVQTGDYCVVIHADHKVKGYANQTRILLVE
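Screened at intermediate enzyme activity to detect both inhibitors and activators: LmPK at 0.1 nM, with a 0.5 nM enzyme column as activation reference. PEP 0.5 mM, ADP 0.1 mM; ATP detected by luminescence after 1 h.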
Tb PYK inh = qHTS of Trypanosoma Brucei Inhibitors; TbPYK enzyme, Kinase-Glo Plus ATP luminescence, 45 min; actives 0.12% (n = 410,000); AID 624173, 2012; Potency, µM (series often up to 76.8 µM), for inactives: at the highest dose activity, negative = inhibition, hits mostly inhibitors; further: nearly all actives have a fitted effect of over 50% in size
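Screened from lowest to highest concentration, compounds were pinned into TbPYK/substrate mixtures, and ADP (130 uM final) was added. Plates sat at room temperature for 45 min prior to Kinase-Glo Plus detection by luminescence.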
HCV inhibitor = qHTS Assay for Inhibitors of Hepatitis C Virus (HCV); Potency, µM (top dose mostly 41.8 µM), inactives show at the highest dose activity change, negative = inhibition, actives largely listed as inhibitors; Huh7.5.1 HCVcc-Cre infection, luciferase reporter, 44 h; actives 3.4% (n = 340,000)
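Antiviral activity was scored by luciferase reporter output from cells infected with HCVcc-Cre (~0.5 moi) in presence of compound, 44 h infection period, cells seeded 1,000/well 4 h prior.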
Pf growth 96h = Primary qHTS for delayed death inhibitors of the malarial parasite plastid, 96 hour incubation | P. falciparum luciferase reporter growth, 96 h | Potency, µM (titrated, usually from 28.7 µM), for the others: at the top dose activity change, negative = inhibition, most hits filed as inhibitors | actives 6.9% (n = 320,000) | AID 504834, 2011
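Cell-based qHTS: luciferase-tagged P. falciparum in erythrocytes (2% hematocrit, 0.05% parasitemia final) incubated with compounds for 96 hours, 37 C, 5% CO2; luciferase detection reagent then added and luminescence measured.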
* = called active by the depositor; ? = inconclusive; · = not tested or not shown; [ ] = remark or other dose. The call rests on the fitted dose curve; in most records, active means well fitted curve in the direction sought with a large enough effect; inconclusive means small, poorly fitted or top-dose-only effect, or another doubt; inactive means no such curve, though single readings can be large; an effect the other way counts as inactive or inconclusive. On the % scale 0 is the no-effect control and ±100 the full control effect; potency means the concentration at half of the fitted maximal effect.

Values run as follows: Sm TGR inh | Pf growth 48h | LmPK inhibitor | Tb PYK inh | HCV inhibitor | Pf growth 96h
1. CCOc1ccccc1-n1c(SCC(=O)Nc2nccs2)nnc1-c1ccoc1C
→ 6% | ? | 6% | 1% | -1% | ?
2. Cc1sc(NC(=S)NC(=O)c2ccco2)c(C#N)c1C
→ 4µM* | 39%[activator] | -1% | 6% | -3% | -39%
3. CCOC(=O)c1cc2c(=O)n3ccccc3nc2n(CC2CCCO2)c1=NC(=O)/C=C/c1ccccc1 (stereo not given)
→ 1% | ? | 1% | -13% | ? | 22%
4. O=C1NCC(c2ccccc2)C1C(=O)N/N=C\c1ccc(-c2ccc(Cl)c(Cl)c2)o1 (stereo not given)
→ -4% | · | 2% | 8% | ? | -98%
5. O=C(c1ccccc1)N1CCN(CCc2ccccc2)CC1
→ 64%[activator] | -4% | 2% | 2% | 4% | 13%
6. c1ccc(-c2cc(-c3nnc4n3N=C(c3ccc5ccccc5c3)CS4)[nH]n2)cc1
→ -10% | 12µM* | 2% | 3% | 9% | ?
7. CNC(=O)C(N)CSC(C)C1=C(C)c2cc3[n-]c(cc4nc(cc5[n-]c(cc1n2)c(C)c5CCC(=O)O)C(CCC(=O)O)=C4C)c(C)c3C(C)SCC(N)C(=O)NC.[Fe+2] (stereo not given)
→ · | -41% | · | 1% | · | ?
8. O=C1CCCC2=C1C(c1cccs1)n1nc(SCc3ccc(C(=O)O)cc3)nc1N2 (stereo not given)
→ 0% | 22% | 3% | 2% | 11% | 7%
9. Cc1cccc(-c2nnn(CC/C(N)=N/O)n2)c1
→ -10% | 84%[activator] | -2% | 0% | 10% | 61%[activator]
10. COc1ccc(OC)c(NC(=O)CCNC(=O)Cn2ccc3ccccc3c2=O)c1
→ 78%[activator] | -20% | 3% | 2% | -10% | ?
11. CCOC(=O)C1CCCN(CCC(=O)Nc2c(C(=O)OC)[nH]c3cc(OC)ccc23)C1 (stereo not given)
→ 1% | -2% | 2% | 3% | -10% | ?
12. Cc1nn2c(c1-c1ccc(Cl)cc1)N=C(c1ccco1)CC2c1ccccc1 (stereo not given)
→ 20% | ? | 1% | -2% | 2.5µM* | 17µM*
13. Cc1ccc(/C=[N+](/[O-])C2SC(=S)N(C)C2(C)C)cc1 (stereo not given)
→ 1% | -6% | 2% | 0% | 14% | 17%
14. Cc1cc(C)c2sc(NNC(=O)c3ccc(S(=O)(=O)N4CCc5ccccc5C4)cc3)nc2c1
→ -14% | ? | -5% | 0% | 2.8µM* | 12µM*
15. COc1ccc(CNC(=O)/C=C/c2ccccc2[N+](=O)[O-])cc1
→ 0% | -11% | 1% | -18% | 1% | -1%
16. Cc1ccc(C(=O)N/C(=C/c2ccc(C(C)C)cc2)C(=O)NCCCN2CCOCC2)cc1
→ 0% | -6% | -10% | 2% | -8% | ?
17. CCOC(=O)COn1c(=O)c(C)[n+]([O-])c2ccccc21
→ -21% | -1% | 12% | -3% | 14% | ·
18. CCOC(=O)c1cc2cc(F)ccc2nc1C
→ 3% | 13% | -1% | -3% | -27% | 7%
19. Cn1c(=O)n(CC(=O)Nc2ccc(F)cc2)c2ccccc21
→ -4% | 35%[activator] | 2% | 2% | 7% | 19%
20. Cn1c(=O)c2c3c(sc2n2c(SCc4ccccc4)nnc12)CCCC3
→ -10% | 6% | 8% | · | 1% | 38%[activator]

Reformatted: entries from further up.
5. O=C(c1ccccc1)N1CCN(CCc2ccccc2)CC1
  Sm TGR inh: 64%[activator]
  Pf growth 48h: -4%
  LmPK inhibitor: 2%
  Tb PYK inh: 2%
  HCV inhibitor: 4%
  Pf growth 96h: 13%

12. Cc1nn2c(c1-c1ccc(Cl)cc1)N=C(c1ccco1)CC2c1ccccc1 (stereo not given)
  Sm TGR inh: 20%
  Pf growth 48h: ?
  LmPK inhibitor: 1%
  Tb PYK inh: -2%
  HCV inhibitor: 2.5µM*
  Pf growth 96h: 17µM*

1. CCOc1ccccc1-n1c(SCC(=O)Nc2nccs2)nnc1-c1ccoc1C
  Sm TGR inh: 6%
  Pf growth 48h: ?
  LmPK inhibitor: 6%
  Tb PYK inh: 1%
  HCV inhibitor: -1%
  Pf growth 96h: ?

3. CCOC(=O)c1cc2c(=O)n3ccccc3nc2n(CC2CCCO2)c1=NC(=O)/C=C/c1ccccc1 (stereo not given)
  Sm TGR inh: 1%
  Pf growth 48h: ?
  LmPK inhibitor: 1%
  Tb PYK inh: -13%
  HCV inhibitor: ?
  Pf growth 96h: 22%

Single records, from the list above:
COc1ccc(OC)c(NC(=O)CCNC(=O)Cn2ccc3ccccc3c2=O)c1 is listed with Sm TGR inh = 78%[activator]; Pf growth 48h = -20%; LmPK inhibitor = 3%; Tb PYK inh = 2%; HCV inhibitor = -10%; Pf growth 96h = ?
Cc1cccc(-c2nnn(CC/C(N)=N/O)n2)c1 is listed with Sm TGR inh = -10%; Pf growth 48h = 84%[activator]; LmPK inhibitor = -2%; Tb PYK inh = 0%; HCV inhibitor = 10%; Pf growth 96h = 61%[activator]

Following part.
Values run as follows: Sm TGR inh | Pf growth 48h | LmPK inhibitor | Tb PYK inh | HCV inhibitor | Pf growth 96h
21. COc1ccc(N2C(=O)CC(N3CCN(S(=O)(=O)c4cc(C)ccc4C)CC3)C2=O)cc1 (stereo not given)
→ 3% | -3% | 3% | -6% | -19% | ?
22. O=C(CCc1nc(-c2ccc(Cl)cc2)no1)NCc1ccccc1CN1CCOCC1
→ -2% | -16% | · | 2% | -19% | -16%
23. N#Cc1cccnc1N1CCC(C(N)=O)CC1
→ 2% | 31%[activator] | -3% | 5% | 8% | 47%[activator]
24. Cc1cc(C)cc(NC(=O)CSc2nc3ccccc3nc2N2CCCC2)c1
→ -3% | 2% | -5% | -7% | ? | ?
25. O=C(Oc1ccc2c(=O)c(Oc3ccc4ccccc4c3)coc2c1)c1cccnc1
→ -19% | -2% | 4% | 0% | 9% | -1%
26. COc1ccc(OCC#CCNC(C)(C)C)cc1
→ -24% | · | -9% | -14% | 3% | 36%[activator]
27. COc1ccc(S(=O)(=O)N(CCc2ccccc2)CC(=O)NCCCO)cc1
→ 1% | -7% | -5% | -7% | ? | 73%[activator]
28. O=C(Nc1ccnn1C1CCN(CCCC2CCCC2)CC1)c1ccccc1Cl
→ 2% | ? | 8% | -3% | -24% | -8%
29. Cc1ccc(S(=O)(=O)NCC(=O)OCC(=O)N(C)C2CCS(=O)(=O)C2)cc1 (stereo not given)
→ 2% | 55%[activator] | · | -11% | 9% | 3%
30. Cn1nnc(-c2ccc(OCc3ccccc3F)cc2)n1
→ 5% | 131%[activator] | ? | -19% | 21% | 7%
31. O=C(NCCC1=CCCCC1)C(c1ccccc1)c1ccccc1
→ 3% | ? | -7% | 4% | 4% | ?
32. Cc1nc2c(c(C)nn2-c2ccccc2)c(C)c1CCC(=O)Nc1ccc(CN2CCCC2)cc1
→ -1% | ? | 3% | -15% | ? | 2.1µM*
33. Cc1ccc(C)n1NC(=O)c1ccc(Cl)cc1Cl
→ ? | -19% | -6% | 35%[activator] | -3% | ?
34. Cc1ccc(C)c(Cn2c(CO)nc3ccccc32)c1
→ -4% | ? | 1% | -12% | 2% | 10%
35. O=S(=O)(c1ccc(OCc2ccc(Br)cc2)cc1)N1CCOCC1
→ -3% | -26% | · | -5% | 9% | 6.6µM*
36. CC(C)Cc1ccc(S(=O)(=O)Nc2cccnc2)cc1
→ -23% | 35%[activator] | 8% | -4% | 12% | 74%[activator]
37. COc1ccccc1/C=C\C(=O)NCC(=O)N/N=C/c1cccc(OC)c1O
→ -22% | 7% | 8% | -1% | ? | 1%
38. Cc1ccc(NC(=O)C2CCN(C(=O)c3ccc(F)cc3)CC2)nc1
→ 7% | 0% | · | 2% | 5% | 0%
39. Cc1ccc(CSC2=NCCN2S(=O)(=O)c2ccccc2)cc1
→ 8% | ? | 5% | 1% | -17% | 33%[activator]
40. COc1ccccc1-n1c(-c2cccs2)nc2ccccc2c1=O
→ ? | ? | -3% | 2% | -15% | 57%[activator]

Part of the list above in order of formula weight, ascending.
Values run as follows: Sm TGR inh | Pf growth 48h | LmPK inhibitor | Tb PYK inh | HCV inhibitor | Pf growth 96h
19. Cn1c(=O)n(CC(=O)Nc2ccc(F)cc2)c2ccccc21
→ -4% | 35%[activator] | 2% | 2% | 7% | 19%
37. COc1ccccc1/C=C\C(=O)NCC(=O)N/N=C/c1cccc(OC)c1O
→ -22% | 7% | 8% | -1% | ? | 1%
14. Cc1cc(C)c2sc(NNC(=O)c3ccc(S(=O)(=O)N4CCc5ccccc5C4)cc3)nc2c1
→ -14% | ? | -5% | 0% | 2.8µM* | 12µM*

More entries follow:
Values run as follows: Sm TGR inh | Pf growth 48h | LmPK inhibitor | Tb PYK inh | HCV inhibitor | Pf growth 96h
41. CCCc1nnc(SCC(=O)N2CCCCC2C)n1CC1CCCO1 (stereo not given)
→ 14% | 14% | -3% | -6% | 14% | 8%
42. CCOC(=O)C1CCCN(Cc2cccs2)C1 (stereo not given)
→ -12% | · | -13% | -2% | 11% | 12%
43. COc1cccc(CNC(=O)CCc2nc3cc(S(=O)(=O)N4CCOCC4)ccc3n2C)c1
→ 1% | -13% | · | -7% | 4%[8.37 µM] | ?
44. Cn1c(O)c(C(=Nc2ccc(F)cc2)c2ccccc2Cl)c(=O)n(C)c1=O
→ 6% | -6% | -4% | 4% | -12% | 0%
45. COc1ccc(OCC(O)CNS(=O)(=O)c2ccc(C)cc2)cc1 (stereo not given)
→ -4% | 42%[activator] | 1% | -16% | -10% | 24%
46. O=C(O)C(F)(F)S(=O)(=O)O
→ 2% | -2% | 4% | -7% | 7% | -134%
47. Cc1cccc(OCC(=O)NCCNC(=O)c2ccccn2)c1
→ -1% | 47% | 4% | 1% | 10% | 8%
48. CN(Cc1ccccc1)CC(O)COc1ccc(CNCc2nccn2C)cc1 (stereo not given)
→ 6% | ? | 4% | -5% | ? | 6%
49. CCC1C(=O)Nc2ccccc2N1C(=O)COc1ccccc1 (stereo not given)
→ -27% | -8% | -5% | 4% | -2% | 2%
50. NC(=O)c1nc[nH]c1C(=O)Nc1cccc(C(F)(F)F)c1
→ 0% | 44%[activator] | · | -2% | ? | 1%
51. COc1cccc(NC(=O)CNc2cc(S(=O)(=O)N3CCOCC3)ccc2N2CCCC2)c1
→ -14% | ? | · | -3% | -5% | ?
52. CCC1(CC)N=C(c2ccccc2)C(=S)N1
→ 2% | ? | -4% | -11% | 11% | ?
53. COc1cc2[nH]c(=O)n(CCCCCC(=O)N3CC=C(c4ccccc4)CC3)c(=O)c2cc1OC
→ -1% | · | 8% | 1% | ? | -15%
54. Cc1[nH]c2c(Cl)cccc2c(=O)c1CN1CCCC1
→ -2% | -11% | -2% | 4% | -2% | ·
55. Cc1ccccc1C(=O)Nc1ccccc1-c1nnn(CC(=O)Nc2ccc3c(c2)OCCO3)n1
→ 9% | ? | 8% | -3% | 5µM* | 91%[activator]
56. COC(=O)c1cc(OC)c(OC)cc1NC(=O)C(C)Sc1ccc(C)cc1 (stereo not given)
→ 11% | ? | 7% | 3% | ? | -25%
57. CCC(C)(C(=O)Nc1ccc2c(c1)OCCO2)N(C(C)=O)c1ccc(C(N)=O)cc1 (stereo not given)
→ 4% | 18% | -2% | · | 12% | ?
58. O=C1CCC(=O)N(O)CCCCCNC(=O)CCC(=O)N(O)CCCCNC(=O)CCC(=O)N(O)CCCCCN1
→ -1% | -59% | 0% | 1% | 17% | ?
59. CCn1c(=O)c2ccccc2n2c(SCC(N)=O)nnc12
→ -1% | 2% | -4% | -7% | 9% | ?
